PMI act hi M6P: increases human PMI activity with near-saturating mannose 6-phosphate. activation factor at 20 µM. hit rate 0.34% among 190,000. AID 1216. coupled PMI enzyme assay, resazurin fluorescence, 20 min; stronger effect = higher value; 1 = untreated enzyme, 0 = substrate-free blank. P34949;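 active = activation factor of 2 or more at 20 µM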
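Technique: Diaphorase-driven resazurin-to-resorufin fluorescence, excitation 544, emission 590 nm | Assay system: Human PMI in coupled enzyme assay | Times: Enzyme reaction with compound 20 min at room temperature | Medium: HEPES-buffered pH 7.4 with magnesium and detergent | Reagent: Mannose-6-phosphate 1.0 mM (near-saturating) plus 0.22 mM NADP+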
NF-kB expr up: compounds increasing NF-kB expression in human neuronal cells; hit rate 1.6% among 190,000; fold change at 12.5 µM; AID 1239; NF-kB reporter expression; stronger effect = higher value; in the data active = fold change above about 3.3
bIAP activator: intestinal alkaline phosphatase (bovine) activation. purified bovine IAP, CDP-star luminescence, 30 min; stronger effect = higher value; fold of DMSO-control signal, blank-subtracted. activation factor at 20 µM. hit rate 0.17% among 200,000;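 active = activation factor of 2 or more at 20 µM, a signal rise over negative controls twice the positive control's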
TNAP act hiacc: activators of human TNAP at high phosphate acceptor concentration; activation factor at 20 µM; purified TNAP, CDP-star luminescence, 1 M DEA, 30 min; stronger effect = higher value; 0 = EDTA background, 1 = DMSO-only activity; 200,000 tested, under 10 active; P05186;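 active = activation factor at least 2 at 20 µM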
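Test system – human TNAP · Doses – 20 µM single point · Incubation – 30 min, room temperature · Signal – luminescent substrate turnover signal · Read-out basis – activation factor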
TNAP inh noacc: inhibitors of human TNAP without phosphate acceptor; purified TNAP, CDP-star luminescence, 30 min; AID 1012; hit rate 0.26% among 200,000; P05186; inhibition, % at 20 µM;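 active = tissue-nonspecific alkaline phosphatase inhibition above about 50% at 20 µM in the single-dose screen, limit read from the data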;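 note: 0% = DMSO negative control and 100% = EDTA positive control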
FLuc inh counter: inhibits firefly luciferase, flagging false hits in luciferase inhibition screens; P08659; ATPLite firefly luciferase biochemical luminescence, 10 min; inhibition, % at 10 µM; hit rate 1.5% among 200,000; AID 1006;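 active = inhibition above about 50% when tested at 10 µM, limit read from the data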
Target sequence (P08659 whole entry, looked up): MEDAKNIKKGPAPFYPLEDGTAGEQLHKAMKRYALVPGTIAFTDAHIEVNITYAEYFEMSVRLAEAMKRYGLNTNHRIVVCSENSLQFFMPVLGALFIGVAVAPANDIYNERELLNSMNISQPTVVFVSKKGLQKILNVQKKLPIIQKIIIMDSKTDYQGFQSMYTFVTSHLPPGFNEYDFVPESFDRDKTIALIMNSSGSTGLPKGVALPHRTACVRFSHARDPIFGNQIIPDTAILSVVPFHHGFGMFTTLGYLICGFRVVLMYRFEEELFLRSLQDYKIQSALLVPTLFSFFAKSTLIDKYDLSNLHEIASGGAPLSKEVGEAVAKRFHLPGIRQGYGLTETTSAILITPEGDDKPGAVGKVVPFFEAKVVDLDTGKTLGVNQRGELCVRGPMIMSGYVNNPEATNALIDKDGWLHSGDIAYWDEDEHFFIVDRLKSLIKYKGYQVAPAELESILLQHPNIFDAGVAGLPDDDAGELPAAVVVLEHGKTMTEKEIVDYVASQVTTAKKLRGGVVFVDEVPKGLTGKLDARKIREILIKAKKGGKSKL
TNAP inh hi DEA: TNAP (human) inhibition, high acceptor; P05186; hit rate 0.03% among 200,000; purified TNAP, CDP-star luminescence, 1 M DEA; inhibition, % at 20 µM;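 active = over 50% inhibition of tissue-nonspecific alkaline phosphatase at 20 µM in the single-dose screen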;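 note: plate controls were DMSO wells for no effect and EDTA-quenched wells as full inhibition for full effect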
PMI act: activators of human phosphomannose isomerase. hit rate 0.005% among 190,000. purified human PMI, coupled resazurin fluorescence, 20 min; stronger effect = higher value; 1 = vehicle control, 0 substrate-free wells. activation factor at 20 µM;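 active = activation factor of 2 or more at 20 µM, relative to plate controls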
APP 5'UTR act: activates APP 5'UTR luciferase reporter; SH-SY5Y APP 5'UTR luciferase reporter, luminescence; zero percent = DMSO vehicle wells; activation, % at 2 µM; hit rate 1% among 190,000;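 active = activation above a set limit, based on mean plus 3 SD of controls, cut at about 140% in these data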; note: values of inactives mirror those of a sister screen read the other way
FLuc stim CS: affects firefly luciferase, flagging false hits in luciferase stimulation screens | P08659 | 200,000 tested, under 10 active | activation factor at 10 µM | ATPlite luciferase biochemical, luminescence, 10 min; 0 = ATP-free wells, 1 = DMSO control | AID 1027;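 active = luciferase activation factor, scaled between plate controls, of at least 2 with compound at 10 µM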
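System: Luciferase/luciferin detection reagent, cell-free biochemical luciferase assay | Medium: PBS buffer for ATP | Dosing: Test compounds dosed from 2 mM stocks in 100% DMSO | Timing: 10 min at ambient temperature | Signal: Luminescence measurement of luciferase light output | Evaluation: Luciferase activation, seen as luminescence increase over controls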
* marks the source's active call; other numbers are inactive results; x = no result given. Rows were taken by chance (roughly 3.6% active in at least one column).

SMILES	PMI act hi M6P	NF-kB expr up	bIAP activator	TNAP act hiacc	TNAP inh noacc	FLuc inh counter	TNAP inh hi DEA	PMI act	APP 5'UTR act	FLuc stim CS
O=C(O)c1cccnc1Sc1ccccc1	1.2	1.1	0.9	1	-10	0	-3	1.1	-8	1
CCN(CC)S(=O)(=O)c1ccc2c(c1)c(=O)c(C(=O)NCc1cccs1)cn2C	1.1	0.72	1	1	0	-9	-3	1	5	1.1
Cc1ccc(NC(=O)NCc2ccc3c(c2)OCO3)cc1C	1	2.1	1.3	1.1	-8	-3	-6	1	42	1
CC(=O)c1cc(OC(=O)N2CCOCC2)ccc1OC(=O)N1CCOCC1	0.9	1	1	1.1	-11	0	-6	1	-5	1
N#CC1(C#N)C(C(=O)C23CC4CC(CC(C4)C2)C3)C12CCOCC2 (stereo not given)	1.1	x	1	1	-7	-9	-4	1.1	18	1.1
Cc1ccc(-c2noc(CN(C(=O)c3cccc(Br)c3)C(C)C)n2)cc1	0.9	0.98	0.9	1.1	-16	-8	-10	0.9	-14	1.1
O=C(NCc1ccc(Cl)cc1)C1CCN(S(=O)(=O)c2cc([N+](=O)[O-])ccc2Cl)CC1	1.1	1	1.1	1	-6	0	5	1	6	1
COc1ccc(-c2cc3nc(C)cc(NCCO)n3n2)cc1	0.9	1.9	1.1	1.1	-12	23	-6	1	-3	0.8
COc1ccc(C(=O)c2c(C)oc3cc([N+](=O)[O-])c(O)c([N+](=O)[O-])c23)cc1	1	1.3	0.7	0.8	13	-1	16	0.9	-1	1
Cc1cccc(C(=O)N/N=C/c2ccc[nH]2)c1	1.1	1.4	1	1	-11	26	-3	1.4	-1	0.7

Continued (three carried over from the part before).
SMILES	PMI act hi M6P	NF-kB expr up	bIAP activator	TNAP act hiacc	TNAP inh noacc	FLuc inh counter	TNAP inh hi DEA	PMI act	APP 5'UTR act	FLuc stim CS
COc1ccc(-c2cc3nc(C)cc(NCCO)n3n2)cc1	0.9	1.9	1.1	1.1	-12	23	-6	1	-3	0.8
COc1ccc(C(=O)c2c(C)oc3cc([N+](=O)[O-])c(O)c([N+](=O)[O-])c23)cc1	1	1.3	0.7	0.8	13	-1	16	0.9	-1	1
Cc1cccc(C(=O)N/N=C/c2ccc[nH]2)c1	1.1	1.4	1	1	-11	26	-3	1.4	-1	0.7
COC(=O)c1sc2ccccc2c1N	1.4	1.4	0.9	1	10	2	-4	1.1	19	1
CC(=O)Nc1ccc(OCC(O)CN2CCN(c3cc(Cl)ccc3C)CC2)cc1 (stereo not given)	1	0.94	1.1	1	-5	-5	-2	1	-1	1
O=C(O)c1ccc(CNCc2ccc(Cl)cc2)cc1	0.9	1.1	0.9	1	-6	-7	-1	1	-41	1.1
CCOC(=O)c1c(C)n(C)c2ccc(OC)c(NC(=O)CN3CCSCC3)c12	0.8	0.75	1	1	-7	-8	-2	0.8	4	1.1
Cc1cccc(OCc2nc(-c3cccnc3)no2)c1	1	0.7	0.8	1	-6	1	-3	1.1	0	1
O=S(=O)(NNc1ccc(Cl)nn1)c1ccc(F)cc1	1.1	1.4	0.8	0.9	8	-4	7	1.2	-2	1
Cc1cc(C)c(C#N)c(SCc2nnc(-c3ccccc3)o2)n1	1	0.23	1	1	-35	-1	-2	0.9	44	1
Nc1nc(COc2ccc3ccccc3c2)cs1	0.9	2.4	0.8	0.9	2	29	6	0.9	48	0.7
CCCc1cc(C(=O)NC2CCCCC2)no1	1	2	1	1	-9	7	-1	1	67	0.9
CCc1c(O)nc(SCc2ccccc2)n(C(C)CC)c1=O (stereo not given)	0.9	1.2	0.9	0.9	-2	-2	6	0.9	4	1

Compound profiles, as listed above.
Record of Nc1nc(COc2ccc3ccccc3c2)cs1 → PMI act hi M6P: 0.9; NF-kB expr up: 2.4; bIAP activator: 0.8; TNAP act hiacc: 0.9; TNAP inh noacc: 2; FLuc inh counter: 29; TNAP inh hi DEA: 6; PMI act: 0.9; APP 5'UTR act: 48; FLuc stim CS: 0.7
Record of CCOC(=O)c1c(C)n(C)c2ccc(OC)c(NC(=O)CN3CCSCC3)c12 → PMI act hi M6P: 0.8; NF-kB expr up: 0.75; bIAP activator: 1; TNAP act hiacc: 1; TNAP inh noacc: -7; FLuc inh counter: -8; TNAP inh hi DEA: -2; PMI act: 0.8; APP 5'UTR act: 4; FLuc stim CS: 1.1
Record of Cc1cc(C)c(C#N)c(SCc2nnc(-c3ccccc3)o2)n1 → PMI act hi M6P: 1; NF-kB expr up: 0.23; bIAP activator: 1; TNAP act hiacc: 1; TNAP inh noacc: -35; FLuc inh counter: -1; TNAP inh hi DEA: -2; PMI act: 0.9; APP 5'UTR act: 44; FLuc stim CS: 1

Remaining list, next part.
SMILES	PMI act hi M6P	NF-kB expr up	bIAP activator	TNAP act hiacc	TNAP inh noacc	FLuc inh counter	TNAP inh hi DEA	PMI act	APP 5'UTR act	FLuc stim CS
Cc1ccccc1N=Cc1cc2c(cc1O)OC(N)=C(C#N)C2c1ccccc1 (stereo not given)	0.4	0.89	0.9	0.9	8	3	5	0.7	-8	1
Cc1ccc(/C(N)=N/OC(=O)c2ccco2)cc1	0.9	5.2*	0.8	1	-14	60*	-3	1	162*	0.4
N#C/C(=C\c1ccc(N2CCOCC2)o1)c1ccccc1	0.6	1.9	0.7	0.9	10	16	12	0.9	28	0.8
COC(=O)CC(NC(=O)c1cccs1)c1ccc(OC)c(OC)c1 (stereo not given)	0.9	1.1	1.1	1.1	-5	-6	-5	1	22	1.1
O=C(NC1CC1)c1cc2c(s1)CS(=O)(=O)C2	0.8	1.5	1.1	1	-3	-1	1	1	19	1
CCN(CC)C(=O)CSc1nnc(CCN)o1	1	1.1	0.8	1	-33	-8	-1	1	0	1.1
O=C(c1cc(N2CCCCC2)nc2ccccc12)N1CCOCC1	0.9	1	1.1	1.1	-14	-6	-7	0.9	5	1.1

Bioassay records from PubChem BioAssay.
